High-throughput results deposited in PubChem by National Center for Advancing Translational Sciences (NCATS).
EPAC2 agonist – activates human EPAC2 exchange factor | 360,000 tested, 0.079% active | Potency, µM (series often up to 154 µM), for the others: top-dose activation, most hits filed as activators | EPAC2 activation, biochemical qHTS; response scale: 100% = 6.5 mM cAMP response | Q8WZA2; also: nearly all actives have a fitted effect of over 50% in size
Target sequence (Q8WZA2 whole entry, looked up): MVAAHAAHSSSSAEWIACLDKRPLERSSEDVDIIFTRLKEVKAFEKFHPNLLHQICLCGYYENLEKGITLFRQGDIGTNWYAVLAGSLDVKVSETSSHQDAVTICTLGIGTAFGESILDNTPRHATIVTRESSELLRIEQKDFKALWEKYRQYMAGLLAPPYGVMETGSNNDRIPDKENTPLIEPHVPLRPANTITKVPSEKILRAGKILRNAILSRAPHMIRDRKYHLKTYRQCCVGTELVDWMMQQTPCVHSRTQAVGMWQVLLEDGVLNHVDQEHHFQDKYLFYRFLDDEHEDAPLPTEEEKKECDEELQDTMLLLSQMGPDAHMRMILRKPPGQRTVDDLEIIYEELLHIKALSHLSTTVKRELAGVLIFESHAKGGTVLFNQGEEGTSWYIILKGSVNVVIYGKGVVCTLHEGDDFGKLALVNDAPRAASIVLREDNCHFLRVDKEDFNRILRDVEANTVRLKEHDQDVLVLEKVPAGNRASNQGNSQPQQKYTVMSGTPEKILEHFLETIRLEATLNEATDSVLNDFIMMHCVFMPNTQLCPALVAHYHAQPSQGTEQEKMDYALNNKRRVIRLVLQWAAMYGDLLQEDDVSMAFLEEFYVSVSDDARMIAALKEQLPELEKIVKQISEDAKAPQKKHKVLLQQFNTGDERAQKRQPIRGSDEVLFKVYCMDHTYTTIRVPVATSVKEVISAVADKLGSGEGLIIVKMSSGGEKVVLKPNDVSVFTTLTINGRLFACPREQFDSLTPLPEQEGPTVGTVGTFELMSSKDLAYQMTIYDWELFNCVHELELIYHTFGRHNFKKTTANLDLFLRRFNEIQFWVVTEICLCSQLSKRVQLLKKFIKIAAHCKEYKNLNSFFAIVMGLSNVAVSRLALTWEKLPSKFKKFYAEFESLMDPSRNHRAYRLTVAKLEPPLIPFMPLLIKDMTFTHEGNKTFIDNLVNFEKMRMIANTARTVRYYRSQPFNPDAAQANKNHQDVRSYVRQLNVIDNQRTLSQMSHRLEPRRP
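Fluorescence exchange assay: 100 nM EPAC2 with 250 nM RAP1B-BODIPY-GDP and 50 uM GDP; compounds tested as a concentration-titration series (qHTS). Loss of Rap1-bound BODIPY-GDP fluorescence read at 480/540 nm; data normalized to 6.5 mM cAMP.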
TDP-43 yeast inh – TDP-43 toxicity inhibition in yeast | TDP-43 expressing yeast growth rescue, BacTiter-Glo, 24 h | Potency, µM (doses to about 46.1 µM), for the others: top-dose growth rescue (activation), most hits filed as activators | 410,000 tested, 1.8% active; also: % of control where 0% means no effect; nearly all actives have a fitted effect of over 50% in size
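Yeast expressing TDP-43 (pregrown in raffinose, seeded at OD600=0.02 in galactose medium) exposed to compounds 24 hr at 30 deg C. Growth read by BacTiter-Glo luminescence; rescue of toxicity appears as increased signal.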
EPAC2 antagonist – antagonists of human EPAC2. Q8WZA2. EPAC2 GEF exchange of Rap1B-BODIPY-GDP, fluorescence. Potency, µM (doses to about 114 µM), for the others: at the highest dose activity, negative = inhibition, usual class: inhibitors. 360,000 tested, 0.18% active. AID 720708; also: % is scaled to controls: 0 for no effect and ±100 for the full control effect; nearly all actives have a fitted effect of over 45% in size; many of its hits are not listed in these tables
FUS yeast rescue – FUS proteinopathy suppression in yeast | AID 1347120 | S. cerevisiae FUS-expressing, growth rescue, OD600, 24 h | 390,000 tested, 0.24% active | Potency, µM (series often up to 76.6 µM), for inactives: at the top dose growth rescue (activation), hits mostly activators;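 also: plate controls were DMSO vehicle for no effect and reference control for full effect; nearly all actives have a fitted effect of over 55% in size; some results filed as inactive show a strong effect at the top dose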
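Read-out: OD at 600 nm after 24hr at 30C, reporting rescue of FUS-induced yeast toxicity. Cells at OD 0.005 in galactose (2%) minimal medium; compounds tested in a dilution series; CP55940 titration from 92uM final as control.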
EPAC1 antagonist – antagonists of human EPAC1. O95398. EPAC1 GEF assay, Rap1b-BODIPY-GDP exchange fluorescence. Potency, µM (titrated, usually from 115 µM), inactives show top-dose activity change, negative = inhibition, hits mostly inhibitors. 360,000 tested, 0.14% active. AID 720709;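 also: plate controls were vehicle for no effect and positive control for full effect; nearly all actives have a fitted effect of over 50% in size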
PTHR1 ag – agonists of human PTHR1 parathyroid hormone receptor; HEK293 GP2 PTHR1 cells, GloSensor cAMP luminescence, 1 h; 410,000 tested, 0.075% active; Potency, µM (top dose mostly 115 µM), without a hit: at the highest dose activation, actives largely listed as activators; AID 743266; also: nearly all actives have a fitted effect of over 55% in size; some results filed as inactive show a strong effect at the top dose; inactives centre near -15; many of its hits are not listed in these tables
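HEK-293-derived GP2 cells expressing PTHR1 and a GloSensor cAMP reporter, 3,000/well, plated overnight, given luciferin plus IBMX (each 0.5 mM as added) for 1 h at 37 °C, then compound for 1 h at 37 °C. Luminescence was read after 15 min at room temperature.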
EPAC1 agonist – activates human EPAC1 exchange factor; 360,000 tested, 0.073% active; EPAC1 agonist qHTS, biochemical assay; response scale: 100% = response to 6.5 mM cAMP; Potency, µM (titrated, usually from 154 µM), for inactives: at the top dose activation, usual class: activators; O95398; also: nearly all actives have a fitted effect of over 60% in size
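Nucleotide exchange assay: 100 nM EPAC1 with 250 nM Rap1B loaded with BODIPY-GDP and 50 uM GDP, room temperature. Fluorescence (480/540 nm) read every 5 min for 30 min; signal change normalized to 6.5 mM cAMP as full agonist.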
aSyn rescue – alpha-synuclein toxicity inhibition in yeast; AID 652106; 370,000 tested, 0.14% active; Yeast expressing alpha-synuclein, growth rescue, BacTiter-Glo, 24 h; Potency, µM (doses to about 46.1 µM), for inactives: top-dose growth rescue (activation), most hits filed as activators; also: % of control where 0% means no effect; nearly all actives have a fitted effect of over 65% in size
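Readout is rescue of growth in alpha-synuclein-expressing yeast, so inhibitors of toxicity appear as activators. Growth after 24 hr at 30 deg C in galactose medium is quantified by luminescence.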
Numbers without * were called inactive; i = inactive; ? = inconclusive; · = not tested or not shown; [ ] = another dose, or the depositor's remark. Calls follow the shape of the dose curve; as a rule, active = well fitted curve in the direction sought with a large enough effect; inconclusive = small, poorly fitted or top-dose-only effect, or another doubt; inactive = no such curve, though single readings can be large; an effect the other way counts as inactive or inconclusive. Potency is read from the fitted curve at half-maximal effect. Not all compounds are listed; the hit share may differ from the screen's.

SMILES	EPAC2 agonist	TDP-43 yeast inh	EPAC2 antagonist	FUS yeast rescue	EPAC1 antagonist	PTHR1 ag	EPAC1 agonist	aSyn rescue
COc1ccc2c(c1)c1nc3ccccc3nc1n2CC(=O)OC(C)C	-10%	?	-3%	18%	6%	-23%[57.5 µM]	5%	6%
Cn1c(=O)c2c(nc(SCCN3CCOCC3)n2Cc2ccccc2)n(C)c1=O	-6%	-5%	-1%	4%	19%	i	3%	2%
C/C(=C1\SC(N2CCOCC2)=NC1=O)c1ccc(C)cc1	5%	-1%	7%	-7%	1%	-27%[57.5 µM]	3%	1%
CCCN(c1nc(C)cc(OC)n1)S(=O)(=O)c1ccccc1	1%	0%	-10%	29%	-2%	-6%[57.5 µM]	16%	-5%
COC(=O)[C@]12CCCCC=C1N(Cc1ccc(Cl)cc1Cl)C(=O)[C@H](CC(=O)N1CCN(C(=O)C3CC3)CC1)C2	13%	?	-12%	?	-7%	i	6%	20%
Cc1ccccc1/[N+]([O-])=C/c1ccncc1	9%	-2%	-5%	-8%	-30%	-8%[57.5 µM]	0%	-3%
COCCOC(=O)C1=C(C)NC2=C(C(=O)CC(c3cccs3)C2)C1c1ccsc1 (configuration not stated)	14%	-1%	3%	-17%	-10%	-37%[inhibitor][57.5 µM]	6%	3%
O=C(NCc1ccccc1)C1C(=O)N(Cc2ccccc2)C(=O)C1C1(O)CCCC1 (configuration not stated)	-4%	-1%	0%	-13%	2%	i	-10%	9%
O=C(C1CCCC1)N1CCC(CO)(Cc2ccccc2Cl)CC1	2%	20µM*	-12%	16%	-22%	-30%[inhibitor]	-8%	14%
C=CCOC(=O)Nc1c(C(=O)OC)[nH]c2ccccc12	-5%	20%	15%	-32%	3%	i	3%	-1%
O=C(c1ccc(Cl)c([N+](=O)[O-])c1)N1CCN(C(=O)c2ccco2)CC1	8%	-11%	-2%	-18%	-3%	-6%	2%	-3%
Cc1c(NC(=O)Nc2cccs2)cccc1[N+](=O)[O-]	1%	-8%	-5%	-14%	13%	-21%	-3%	0%
COc1ccc(C2C3=C(CC(C)(C)CC3=O)OC(N)=C2[N+](=O)[O-])cc1 (configuration not stated)	14%	0%	1%	-25%	-18%	-10%	1%	-5%
CC(C)Cc1cc(C(=O)Nc2sc3c(c2C#N)CCC3)no1	12%	-6%	-3%	-15%	-5%	i	-7%	3%
O=C(Nc1cccc2cccnc12)c1csc(COCCO)n1	15%	24%	-7%	10%	-18%	-3%	-1%	-5%
CCCN(CC1CCCO1)C(=O)CCc1nnc(CCc2ccc(OC)cc2)o1 (configuration not stated)	12%	19%	4%	-7%	-8%	i	4%	-2%
Cc1cnc(NC(=O)c2c(-c3ccccc3)noc2C)s1	9%	?	-28%	-28%	-3%	-53%[inhibitor]	0%	6%
Oc1ccccc1C=NC1CCCCC1N=Cc1ccccc1O (configuration not stated)	-6%	-20%[9.22 µM]	1%	10%	9%	-38%[inhibitor]	-12%	-1%
COc1ccccc1C(=O)NC(=O)COC(=O)c1nc(Cl)ccc1Cl	2%	24%	6%	-10%	2%	i	-14%	4%
O=C(N/N=C1/CCS(=O)(=O)c2ccc(F)cc21)c1cccnc1	-3%	-2%	7%	-18%	3%	i	-9%	4%

SMILES	EPAC2 agonist	TDP-43 yeast inh	EPAC2 antagonist	FUS yeast rescue	EPAC1 antagonist	PTHR1 ag	EPAC1 agonist	aSyn rescue
c1ccc(C[C@H]2CN=C(Nc3ccccc3)N2CC2CCCC2)cc1	5%	7%	8%	-9%	-24%	-4%	9%	0%
CCOC(=O)N1CCN(C(=O)c2cnn3c(C)c(Cc4ccc(C)cc4)c(C)nc23)CC1	-5%	0%	8%	·	-7%	-26%	-15%	7%
CCc1ccc(Oc2coc3cc(OCC(=O)Nc4cc(C)ccc4C)ccc3c2=O)cc1	-1%	-9%[9.22 µM]	7%	-2%	7%	-9%	-6%	7%
CC(CN1CCCCC1)OC(=O)c1cccc(F)c1 (configuration not stated)	1%	-2%	2%	-16%	-12%	i	3%	-4%
O=C(COc1cccc(Br)c1)Nc1ccc(Cl)c(S(=O)(=O)N2CCOCC2)c1	10%	6%	1%	23%	-16%	-23%	3%	0%
Oc1sc(C=Nc2ccc(F)cc2)c2ccccc12	5%	0.63µM*	20%	11%	1%	-7%[57.5 µM]	10%	0%
O=C(NCCc1cccc(C(F)(F)F)c1)C1CCC(=O)N(Cc2ccc(Cl)cc2)C1 (configuration not stated)	5%	-3%	2%	37%	6%	-4%	-17%	-1%
CN(CC(=O)Nc1cccc(F)c1)C(=O)C1=COCCO1	3%	4%	8%	-4%	-9%	-1%	12%	-2%
Cn1nnnc1SCC(=O)N1CCc2ccccc21	3%	-14%	1%	3%	-19%	i	0%	-5%
COc1ccc(CCNC(=O)CSc2nnc3ccc(-c4ccccn4)nn23)cc1OC	7%	-11%	-4%	17%	10%	-15%	10%	-5%
CCOC(=O)c1sc2nc(CSc3ccccc3)nc(N3CCCN(C)CC3)c2c1C	11%	-17%	0%	10%	-13%	i	7%	-8%
Cc1cc(C)c(O)c(-c2cc(C(=O)Nc3cccnc3)[nH]n2)c1	2%	-1%	12%	22%	-21%	-65%[inhibitor]	-11%	-8%
Cc1ccc(/C=c2\sc3nc(-c4ccccc4Br)nn3c2=O)o1	8%	-17%	15%	?	-18%	i	-15%	-11%
O=C(CC1C(=O)NCCN1Cc1ccccc1C(F)(F)F)NCCN1CCOCC1 (configuration not stated)	-5%	8%	0%	4%	32%[activator]	-36%[inhibitor]	-5%	8%
O=c1cc2[nH]c3ccccc3c(=O)n2nc1-c1ccccc1	-7%	-6%	2%	11%	-1%	-10%	7%	-1%
O=C(NCc1ccncc1)c1cc(F)c(F)cc1Cl	0%	7%	0%	-1%	-5%	-22%	5%	-1%
CC1(C(=O)Nc2cccc3ccccc23)CCN1C(=O)Cc1ccccc1Cl (configuration not stated)	11%	0%	-12%	23%	-10%	-7%	2%	23%
CS(=O)(=O)N(CC(=O)N/N=C/c1cccs1)c1cccc(Cl)c1Cl	3%	3%	0%	-10%	-19%	i	5%	11%
CCCN(C(=O)/C=C/c1ccco1)c1c(N)n(Cc2ccccc2)c(=O)[nH]c1=O	8%	11%	-2%	-24%	-12%	-25%	4%	3%
O=C(CSc1c(Cl)cccc1Cl)NC1CCCc2ccccc21 (configuration not stated)	5%	20%	6%	·	2%	-7%	-11%	17%

SMILES	EPAC2 agonist	TDP-43 yeast inh	EPAC2 antagonist	FUS yeast rescue	EPAC1 antagonist	PTHR1 ag	EPAC1 agonist	aSyn rescue
Cc1nc2cccc(C)n2c(=O)c1Cl	-2%	-1%	13%	-16%	4%	i	-4%	-5%
COc1ccc(-c2cc(NC=O)c3ncc(-c4cccc(C(C)=O)c4)n3c2)cc1	10%	21%	-5%	30%	-4%	i	10%	1%
COc1ccc2nc(-c3cccc(N)c3)[nH]c2c1	8%	-2%	-6%	-13%	?	-35%[inhibitor]	1%	-20%
Cn1c(N)c(C(=O)COC(=O)C2(c3ccccc3F)CCCC2)c(=O)n(C)c1=O	10%	7%	-9%	9%	-5%	-6%[57.5 µM]	0%	9%
CC1CCN(S(=O)(=O)c2ccc(NC(=O)C3CC3)cc2)CC1	-5%	11%	-14%	-30%	-14%	i	-6%	4%
CCOC(=O)c1c(NC(=O)COC(=O)c2ccc(Cl)nc2)sc(C)c1C	2%	8%	29%	-43%	-2%	-20%	8%	-1%
COc1ccc(C2CC(C(F)(F)F)n3nc(C(=O)O)cc3N2)cc1OC (configuration not stated)	11%	12%	-3%	20%	2%	-13%[57.5 µM]	6%	-1%
CNC(=O)c1ccsc1NC(=O)C1CCCN1S(=O)(=O)c1cccs1 (configuration not stated)	13%	-11%	-7%	0%	-12%	-5%	17%	-7%
Cc1ccc(S(=O)(=O)NCC(=O)N(CC(=O)NC2CCCCC2)CC2CCCO2)cc1 (configuration not stated)	4%	-8%	-17%	17%	7%	13%[57.5 µM]	4%	6%
O=c1cc(CNC2CCCCC2)c2ccccc2[nH]1	-6%	3%	3%	7%	5%	i	-10%	-4%
COc1cc(C)ccc1OCCOCCOc1c(C)cc(C)cc1Br	-3%	16%	-7%	-3%	-6%	-24%	2%	2%
O=c1[nH]c(=O)n(C(c2ccccc2)(c2ccccc2)c2ccccc2)cc1N(CCO)CCO	9%	20µM*	-8%	·	-18%	-29%	-1%	18%
CCCc1cc(=O)oc2cc(C)cc(OCC(=O)NCCCn3ccnc3)c12	1%	13%	2%	4%	-21%	i	10%	1%
CSCCC1NC(=O)N(CC(=O)N2CCc3ccccc3C2)C1=O (configuration not stated)	4%	9%	-1%	-6%	-19%	-4%	14%	-3%
CCOC(=O)C1CCCN(S(=O)(=O)c2cc3[nH]c(=O)c(=O)[nH]c3cc2C)C1 (configuration not stated)	0%	-1%	-13%	-7%	-2%	14%	-6%	-5%
COc1ccc(-c2onc(C)c2-c2ccc(C(=O)OC(C)C)o2)c(O)c1	-3%	14µM*	-12%	23%	-26%	i	5%	12%
COc1cc(/C=N/NC(=O)c2nc3ccccn3c2C)cc(OC)c1O	2%	-16%	15%	14%	-2%	-62%[inhibitor]	3%	0%
CC(Oc1cc2oc(=O)c3c(c2cc1Cl)CCC3)C(=O)N1C[C@H]2C[C@@H](C1)c1cccc(=O)n1C2 (some centres not stated)	-1%	-4%	32%[activator]	-1%	8%	-21%	-24%	-4%
COc1ccc(/C=N/n2cnn(Cc3ccccc3Cl)c2=S)cc1	16%	-6%	-4%	-2%	-7%	-19%	15%	-7%
CCOCCCNC(=O)CN1CCN(Cc2ccccc2C)C1=O	3%	16%	7%	-11%	7%	i	-1%	6%
Clc1ccc(CON/C=N/c2ncnc3sccc23)c(Cl)c1	-19%	-9%	6%[57.1 µM]	6%	7%	-33%[inhibitor][57.5 µM]	15%	2%

Shown as labelled records: 2 of the compounds above.
> O=C(NCc1ccccc1)C1C(=O)N(Cc2ccccc2)C(=O)C1C1(O)CCCC1 (configuration not stated)
  EPAC2 agonist: -4%	TDP-43 yeast inh: -1%	EPAC2 antagonist: 0%	FUS yeast rescue: -13%	EPAC1 antagonist: 2%	PTHR1 ag: i	EPAC1 agonist: -10%	aSyn rescue: 9%
> O=c1cc2[nH]c3ccccc3c(=O)n2nc1-c1ccccc1
  EPAC2 agonist: -7%	TDP-43 yeast inh: -6%	EPAC2 antagonist: 2%	FUS yeast rescue: 11%	EPAC1 antagonist: -1%	PTHR1 ag: -10%	EPAC1 agonist: 7%	aSyn rescue: -1%
